Compound activity deposited in PubChem by several laboratories.
STAT3 inh – IL-6 driven STAT3 reporter inhibitors, primary screen, U3A cells, luciferase, luminescence, MLSCN library | IL-6 STAT3-luciferase reporter; host cell line lacks STAT1 | inhibition, % at 5.5 µM | 190,000 tested, 0.89% active | AID 862, 2007;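 active means inhibition above the mean inhibition across all screened compounds plus 3 SD, cut at about 44% in these data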;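 further: 0% = DMSO only wells and 100% = 100 µM nifuroxazide control wells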
PPARg SRC1 recr – PPARgamma agonists recruiting SRC-1 coactivator, primary screen, biochemical; PPARgamma-SRC-1 coactivator recruitment biochemical assay; Peroxisome proliferator-activated receptor gamma (Homo sapiens), P37231; activation, % at 8 µM; 200,000 tested, 0.41% active; in the data active means activation above about 19%;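 further: 0% = DMSO and 100% = reference agonist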
PPARg SRC2 recr – agonists of PPARg-SRC-2 recruitment, primary screen, biochemical, HTS; AID 1032, 2008; activation, % at 8 µM; PPARgamma LBD-SRC-2 recruitment; 200,000 tested, 0.34% active; Peroxisome proliferator-activated receptor gamma (Homo sapiens), P37231; in the data active means activation above about 22%;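 further: 0% = vehicle and 100% = reference agonist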
STAT3 activator – IL-6 driven STAT3 reporter potentiators, primary screen, U3A cells, luciferase, luminescence, MLSCN library; IL-6 STAT3-luciferase reporter; 100% = signal with IL-6 EC80 alone; activation (% of control), % at 5.6 µM; 190,000 tested, 0.91% active; AID 871, 2007;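 active means activation above the screen-wide mean of compound activation plus 3 SD, cut at about 130% in these data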;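 further: 0% = background luminescence of wells with medium and substrate only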
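Material: human STAT1-deficient U3A cells with stable STAT3-luciferase reporter / Probe or stimulus: IL-6 stimulus at 33 ng/mL final / Schedule: 1 h compound pre-exposure, 6 h IL-6 stimulation, 37 °C / Technique: luminescence / Read-out basis: percent of IL-6-only median luminescence / Control set: IL-6-only high control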
TNAP act hi DEA – TNAP activators at high phosphate acceptor level, primary screen, biochemical, luminescence, uHTS. Alkaline phosphatase, tissue-nonspecific isozyme (Homo sapiens), P05186. purified TNAP, CDP-star luminescence, 1 M DEA, 30 min; stronger effect = higher value; 0 = EDTA background, 1 = DMSO-only activity. activation factor at 20 µM. 200,000 tested, under 10 active;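 active means activation factor at least 2 at 20 µM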
Target sequence (P05186 whole entry, looked up): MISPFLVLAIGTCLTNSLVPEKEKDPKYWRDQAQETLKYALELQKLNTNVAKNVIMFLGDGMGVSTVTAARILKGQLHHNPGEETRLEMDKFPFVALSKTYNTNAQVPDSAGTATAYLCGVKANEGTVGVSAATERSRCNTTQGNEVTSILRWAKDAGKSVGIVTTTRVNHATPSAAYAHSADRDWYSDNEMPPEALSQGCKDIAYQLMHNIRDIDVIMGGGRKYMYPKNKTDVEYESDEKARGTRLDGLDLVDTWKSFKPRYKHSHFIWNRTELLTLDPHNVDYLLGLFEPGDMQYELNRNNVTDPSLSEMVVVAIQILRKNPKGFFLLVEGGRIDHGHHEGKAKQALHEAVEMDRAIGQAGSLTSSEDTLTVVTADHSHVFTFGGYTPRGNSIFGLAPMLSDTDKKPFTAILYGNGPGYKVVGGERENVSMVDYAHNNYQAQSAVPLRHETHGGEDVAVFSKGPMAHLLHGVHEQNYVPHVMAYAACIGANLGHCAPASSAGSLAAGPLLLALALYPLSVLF
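Test system – human TNAP · Doses – 20 µM single point · Incubation – 30 min, room temperature · Signal – luminescent substrate turnover signal · Read-out basis – activation factor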
ROMK mod – ROMK potassium channel modulators, primary screen, cell-based, thallium flux, MLSMR library. ATP-sensitive inward rectifier potassium channel 1 (Homo sapiens), P48048. Tet-inducible ROMK, thallium flux fluorescence; actives lie on both sides. B-score at 10 µM. 130,000 tested, 2% active. AID 1918, 2009;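 active means signal ratio slope over the read window, or its plate-corrected B-score, at least 3 SD from the plate mean, either direction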;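 further: B-score of the F/F0 ratio slope over 7 to 12 s after thallium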
Target sequence (P48048 whole entry, looked up): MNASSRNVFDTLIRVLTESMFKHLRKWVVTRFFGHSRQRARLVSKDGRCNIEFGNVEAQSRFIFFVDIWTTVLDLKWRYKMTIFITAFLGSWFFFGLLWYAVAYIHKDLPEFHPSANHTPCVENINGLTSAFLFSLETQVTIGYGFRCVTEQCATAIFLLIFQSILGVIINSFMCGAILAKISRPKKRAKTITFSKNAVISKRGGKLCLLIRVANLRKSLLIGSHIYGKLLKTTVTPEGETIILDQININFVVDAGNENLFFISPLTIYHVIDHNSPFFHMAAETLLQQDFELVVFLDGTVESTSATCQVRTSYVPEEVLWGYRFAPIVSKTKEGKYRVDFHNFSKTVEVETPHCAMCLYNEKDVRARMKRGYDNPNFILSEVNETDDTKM
PPARg SRC-3 ag – PPARgamma agonists recruiting SRC-3 coactivator, primary screen, biochemical; 200,000 tested, 0.26% active; biochemical PPARgamma/SRC-3 coactivator recruitment assay; AID 731, 2007; Peroxisome proliferator-activated receptor gamma (Homo sapiens), P37231; activation, % at 8 µM; in the data active means activation above about 23%;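 further: 0% = DMSO and 100% = reference agonist; some compounds past the cut are filed as inactive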
STAT1 inh – STAT1 signaling inhibitors, primary screen, cell-based, HTS, luciferase reporter; NIH 3T3 STAT1-luciferase reporter, IFN-gamma, luminescence; inhibition, % at 5.5 µM; 200,000 tested, 0.35% active; AID 920, 2007;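 active means inhibition above a set limit, the mean inhibition across all tested compounds plus 3 SD, cut at about 34% in these data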;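 further: 0% = IFN-gamma with DMSO and 100% = IFN-gamma with 300 µM nifuroxazide; values of inactives mirror those of a sister screen read the other way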
bIAP inh – bovine intestinal alkaline phosphatase inhibitors, primary screen, selectivity assay for TNAP inhibitor project, biochemical, bovine IAP, CDP-star luminescence; inhibition, % at 20 µM; 190,000 tested, under 10 active; purified bovine IAP, 30 min; AID 1019, 2008;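 active means over 50% inhibition of intestinal alkaline phosphatase at 20 µM in the single-dose screen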
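Assay system: bovine IAP enzyme; medium: DEA buffer 100 mM, pH 9.8, with MgCl2 1.0 mM, ZnCl2 0.02 mM; doses: 20 µM single dose; incubation: enzyme reaction for 30 min at room temperature; detection: CDP-star luminescence signal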
bIAP act – bovine intestinal alkaline phosphatase activators, primary screen, biochemical, bovine IAP, CDP-star luminescence. activation factor at 20 µM. AID 1016, 2008. purified bovine IAP, 30 min; stronger effect = higher value; fold of DMSO-control signal, blank-subtracted. alkaline phosphatase, intestinal [Bos taurus]. 200,000 tested, 0.17% active;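 active means activation factor of 2 or more at 20 µM, a signal rise over negative controls twice the positive control's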
TR-FRET SRC-2 ct – TR-FRET signal artefacts, primary screen, artefact control for PPARgamma SRC-2 agonist project, biochemical | TR-FRET artefact counter-screen; stronger effect = higher value | TR-FRET ratio at 8 µM | 200,000 tested, 0.4% active | AID 1049, 2008; in the data active means TR-FRET ratio above about 2000; further: inactives centre near 1500
An asterisk follows results filed as active; / = not tested or not shown.

SMILES	STAT3 inh	PPARg SRC1 recr	PPARg SRC2 recr	STAT3 activator	TNAP act hi DEA	ROMK mod	PPARg SRC-3 ag	STAT1 inh	bIAP inh	bIAP act	TR-FRET SRC-2 ct
CC[C@H](C)[C@H](NC(N)=O)C(=O)Nc1ccc(OC)c(Cl)c1	8.2	10.2	6.6	97.9	1	0.697	0.7	-7.2	3.3	1	1488
Cc1ccc(NC(=O)C2=CCN(S(=O)(=O)c3ccc(F)cc3)CC2)c(C)c1	12.7	-2.3	-2.8	89.0	1	-0.899	-3.3	1.1	-7.8	1.1	1326
COc1ccc(S(=O)(=O)Cc2ccc(C(=O)NCCCN(C)c3ccccc3)o2)cc1	4.7	-4.8	5.3	100.6	1.1	-1.08	-3.1	14.3	5.5	0.9	1526
O=C1OCCC1Sc1nnc(-c2ccc(Cl)cc2)n1Cc1ccccc1 (centres undefined)	-1.9	12.5	5.7	97.4	1	/	-2.3	3.6	8.1	0.9	1610
O=C(O)CCC(=O)Nc1ccc(C(=O)OC2CCCCC2)cc1	25.2	2.2	1.4	81.4	1	/	15.0	-1.5	7.8	0.9	1637
CCOC(CCn1c(SCC(=O)Nc2cc(C)on2)nc2ccccc2c1=O)OCC	5.9	2.8	-4.2	98.1	1.1	-0.177	1.2	2.9	-1.5	1	1402
CCOCCCNS(=O)(=O)Cc1ccccc1	4.4	2.8	5.5	98.7	1	0.879	-2.3	3.6	11.9	0.9	1565
COc1ccccc1CNN	5.0	2.6	-3.4	106.2	1	-0.593	-4.9	2.6	-7.7	1.1	1609
Cc1cc(C(C)(C)C)oc1C(=O)N(CC(=O)NC1CCCC1)c1cccc(C(F)(F)F)c1	6.4	1.0	2.4	99.5	1	/	2.7	4.7	-25.7	1.3	1468
COc1ccc(OC)c(C(=O)COC(=O)c2cccnc2Cl)c1	21.4	8.5	9.5	85.2	1	0.0534	6.6	18.4	-7.0	1.1	1708
COc1ccc(S(=O)(=O)Nc2ccc(Oc3ncccn3)c(Cl)c2)cc1	9.0	4.0	3.1	98.6	1	0.235	2.3	-1.4	13.0	0.9	1632
COc1cc(-c2nc(-c3ccccc3)c(-c3ccc(F)cc3)[nH]2)cc2c1OCO2	-3.6	3.1	-4.1	103.4	1.1	-1.03	6.7	-11.8	-19.0	1.2	1589
Cc1cccc(C)c1NC(=O)CSc1nc(-c2ccco2)cc(C(F)(F)F)n1	8.7	8.8	-0.5	93.9	1	1.01	-6.6	-0.7	19.2	0.8	1686
CCCCN=C(N)/C(C(=O)OCC)=C(\O)c1ccc(OC)cc1	7.1	3.4	0.6	97.5	1	-0.264	-0.5	-5.9	13.1	0.9	1550
Cc1cccc(/C=N\NC(=O)c2sccc2-n2cccc2)c1	19.5	3.6	0.7	85.8	1	/	-0.4	-9.2	5.6	0.9	1609
CCOc1c(C=C(C#N)C#N)c2ccccc2n1CC	-6.6	-0.2	8.2	103.2	1	0.205	1.4	7.6	1.0	1	1673
CCCCN(C)CCn1c(=S)[nH]c2cc(OCC)c(OCC)cc2c1=O	-0.7	2.3	6.0	112.3	1	0.158	5.7	-3.1	-7.3	1.1	1641
CCc1cc([N+](=O)[O-])cc(CC)c1N	8.9	1.5	1.4	98.7	1	0.319	-4.6	0.4	13.5	0.9	1550
COC(=O)C1=C(C)Nc2sc(C(N)=O)c(N)c2C1c1ccncc1 (centres undefined)	-3.1	-1.0	4.3	103.7	1	-0.484	-3.7	-4.6	3.1	1	1388
O=C(Nc1ccc(Cl)cc1)C(c1ccccc1)N1CCOCC1 (centres undefined)	5.5	1.1	-4.5	103.5	1	0.192	1.0	-5.5	-10.7	1.1	1519

The final 2 compounds of the section before are carried over, then new ones follow.
SMILES	STAT3 inh	PPARg SRC1 recr	PPARg SRC2 recr	STAT3 activator	TNAP act hi DEA	ROMK mod	PPARg SRC-3 ag	STAT1 inh	bIAP inh	bIAP act	TR-FRET SRC-2 ct
COC(=O)C1=C(C)Nc2sc(C(N)=O)c(N)c2C1c1ccncc1 (centres undefined)	-3.1	-1.0	4.3	103.7	1	-0.484	-3.7	-4.6	3.1	1	1388
O=C(Nc1ccc(Cl)cc1)C(c1ccccc1)N1CCOCC1 (centres undefined)	5.5	1.1	-4.5	103.5	1	0.192	1.0	-5.5	-10.7	1.1	1519
COC(=O)C1=C(C)OC(N)=C(C#N)C1c1cccnc1 (centres undefined)	-2.9	2.5	7.9	99.9	1	-0.507	5.5	6.4	31.8	0.7	1407
Cc1cc(=O)oc2c1c(C)nn2-c1ccc(Cl)cc1	-21.1	-4.4	5.9	124.3	1.1	0.108	2.4	-11.6	6.3	0.9	1631
Cc1cc(C)n2ncc(C(=O)NC3CCCCC3)c2n1	10.2	2.9	5.0	96.0	1.1	-0.565	4.7	-3.1	5.7	0.9	1687
C=CCOC(=O)Nc1c(C(=O)OC)[nH]c2ccccc12	-45.3	2.4	2.5	147.7*	1	-1.08	-6.1	15.2	9.8	0.9	1308
CCOC(=O)C1(CCCc2ccccc2)CCN(C(=O)CCc2cnn(C)c2)CC1	1.8	-6.4	-3.0	100.5	1	0.2	5.2	6.3	-10.2	1.1	1625
Cc1ccc(CONC(=O)c2ccc(OC(F)F)cc2)cc1	-2.7	-5.3	4.8	103.5	1	0.151	-3.7	-7.6	-4.8	1	1664
O=C(CCNS(=O)(=O)c1ccc(Br)s1)N1CCCCC1	8.4	10.7	4.3	92.4	1	/	1.2	7.6	5.3	0.9	1503
CCN(CC)C(=O)CCc1nnc(Cc2cccc(C(F)(F)F)c2)o1	-8.6	7.0	6.7	110.2	1	0.0311	0.7	-50.6	-5.2	1.1	1723
CN1/C(=C\C(=O)c2cncc(Br)c2)C(C)(C)c2ccccc21	-20.8	-1.3	10.5	114.3	1	-0.0225	-1.0	11.6	-12.2	1.1	1532
CCOC(=O)C1CCCN(C(=O)Cc2ccc(Cl)cc2)C1 (centres undefined)	-2.3	6.2	2.1	102.9	1.1	0.797	3.7	9.0	4.5	1	1599
Cc1ccc(/C(O)=C2/C(=O)C(=O)N(Cc3cccnc3)C2c2ccccn2)cc1 (centres undefined)	-0.9	-3.4	7.5	102.9	1	/	3.6	-0.2	-2.4	1	1557
COc1ccc(N2CCN(C(=O)CSc3ncccc3-c3nc4ccccc4[nH]3)CC2)cc1	9.1	-5.0	5.5	92.9	1	/	4.0	7.5	-0.5	1	1369
c1ccc(-c2noc(-c3cccnc3)n2)cc1	3.1	4.4	3.4	97.5	1	0.00731	3.5	-58.1	16.0	0.8	1603
O=C(COC(=O)c1ccccn1)Nc1c(Cl)cccc1Cl	4.8	4.5	-13.0	99.5	1	0.673	-8.8	4.5	-2.3	1	1335
COc1ccccc1CC1S/C(=N/N=C/c2ccco2)NC1=O (centres undefined)	9.2	-1.0	6.4	96.3	1	0.0119	-0.3	-4.7	10.8	0.9	1560
CCOC(=O)c1c(C)[nH]c(C)c1C(=O)Cn1nnc(-c2ccccc2C)n1	7.1	3.9	2.8	98.5	/	/	6.0	-1.7	/	/	1502
CC(C)n1nc(C(=O)Oc2ccc(Cl)cc2)c2ccccc2c1=O	-0.3	8.0	-1.1	99.4	1	/	2.7	1.6	-16.5	1.2	1680
Cc1nnc(SCC(=O)N2CCN(S(=O)(=O)c3ccc(Cl)cc3)CC2)n(N)c1=O	6.7	3.5	-3.4	98.4	1	/	-7.8	6.5	5.8	0.9	1541
CC(=O)NCCc1ccc(S(=O)(=O)N2CCCC2)cc1	5.9	4.6	16.3	98.0	1	/	9.2	3.0	6.9	0.9	1642
COC(=O)C1=NN(C(C)=O)C2(CC(=O)N(c3cc(C)cc(C)c3)C2=O)C1 (centres undefined)	6.3	-6.4	-7.0	97.6	1	-0.253	-0.1	0.9	21.3	0.8	1479
COc1cc(COCC(O)CN2CCN(CCN3C(=O)c4cccc5cccc(c45)C3=O)CC2)cc(OC)c1OC (centres undefined)	16.3	11.2	4.8	92.5	1	-0.0765	0.4	3.8	-12.1	1.1	1442
O=C1C2C3CCCC3=C3CCCC3C2C(=O)N1c1ccc(Cl)cc1 (centres undefined)	-17.1	0.1	9.6	117.3	1	-0.0425	-7.1	1.1	13.8	0.9	1556
O=C(CSCC(=O)N1CCCCC1)Nc1nc(-c2ccccc2)c(-c2ccccc2)s1	-2.2	4.1	8.2	101.8	1	-1.41	7.8	6.2	10.7	0.9	1498
S=C(NCCc1ccccn1)Nc1ccc(Cl)cc1Cl	17.0	3.3	4.4	90.1	1	-1.24	-0.3	3.5	15.3	0.8	1560
Cc1ccc(N2CCN(S(=O)(=O)N3CCOCC3)CC2)cc1C	9.8	9.1	3.5	101.5	0.9	-0.966	6.3	1.0	-5.7	1.1	1700
Nc1nc(SCCOc2ccccc2)n[nH]1	-3.9	-0.4	14.5	105.6	1	0.234	11.3	-7.4	-24.7	1.2	1558
CC(C)C(=O)NC(c1cccs1)c1cc([N+](=O)[O-])c2cccnc2c1O (centres undefined)	0.5	5.9	15.1	98.3	0.8	/	6.9	5.8	7.2	0.9	1681
Cc1ccc(/C=N/Nc2nc(N3CCOCC3)nc(N3CCOCC3)n2)o1	0.5	3.4	-2.7	105.3	1	0.28	-1.3	-6.0	-4.8	1	1613
CC1(C)Cc2c(sc(NC(=O)c3ccc4ncsc4c3)c2C(N)=O)C(C)(C)N1	-5.5	1.3	5.9	109.1	1	-0.0568	1.9	-11.3	9.5	0.9	1437
COCC(C)n1c(C)cc(C(=O)Cn2c(=O)oc3ccccc32)c1C (centres undefined)	5.2	-6.0	-5.3	98.0	1.1	/	-7.7	1.2	3.2	1	1488
COc1cccc(C2NC(=O)NC(C)=C2C(=O)OCC2CCCO2)c1 (centres undefined)	6.6	9.8	-0.5	99.1	1.1	0.507	3.1	-0.4	5.0	0.9	1366
CCOc1ccc(NC(=S)N2CCC(c3nc4ccccc4[nH]3)CC2)cc1	8.4	-3.7	3.8	94.7	1	0.268	-0.2	0.5	0.8	1	1522

Hits appear at their usual frequency. About 3.7% of those tested had a hit in this group.
